CCT modulator = High-Throughput Screening for Modulators of Cytosolic Chaperonin Activity. purified chaperonin ATPase assay, HTRF ADP detection, 30 min. activity change, % (concentration not given with the values), hits read low. actives 0.3% (n = 360,000). AID 651819, 2012; in the data active = activity change below about -30%; note: % is set by controls: 0 for no effect and ±100 for the full control effect
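ATPase activity: ADP formed was measured by HTRF Transcreener (665/615 nm ratio) after 30 min at 37 deg C with 10 uM ATP. Compounds screened at one 76 uM concentration against 40 or 20 nM TRiC in Tris pH 7.4/KCl/MgCl2/DTT buffer.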
WRN inhibitor = qHTS for Inhibitors of WRN Helicase; Bifunctional 3'-5' exonuclease/ATP-dependent helicase WRN (Homo sapiens), Q14191; WRN helicase unwinding, fluorescent forked duplex, kinetic; Potency, µM (doses to about 114 µM), inactives show top-dose activity change, negative = inhibition, actives largely listed as inhibitors; actives 0.46% (n = 360,000); AID 651768, 2012; note: potency is the fitted concentration of half-maximal effect; % is set by controls: 0 for no effect and ±100 for the full control effect; nearly all actives have a fitted effect of over 55% in size
Target sequence (Q14191 whole entry, looked up): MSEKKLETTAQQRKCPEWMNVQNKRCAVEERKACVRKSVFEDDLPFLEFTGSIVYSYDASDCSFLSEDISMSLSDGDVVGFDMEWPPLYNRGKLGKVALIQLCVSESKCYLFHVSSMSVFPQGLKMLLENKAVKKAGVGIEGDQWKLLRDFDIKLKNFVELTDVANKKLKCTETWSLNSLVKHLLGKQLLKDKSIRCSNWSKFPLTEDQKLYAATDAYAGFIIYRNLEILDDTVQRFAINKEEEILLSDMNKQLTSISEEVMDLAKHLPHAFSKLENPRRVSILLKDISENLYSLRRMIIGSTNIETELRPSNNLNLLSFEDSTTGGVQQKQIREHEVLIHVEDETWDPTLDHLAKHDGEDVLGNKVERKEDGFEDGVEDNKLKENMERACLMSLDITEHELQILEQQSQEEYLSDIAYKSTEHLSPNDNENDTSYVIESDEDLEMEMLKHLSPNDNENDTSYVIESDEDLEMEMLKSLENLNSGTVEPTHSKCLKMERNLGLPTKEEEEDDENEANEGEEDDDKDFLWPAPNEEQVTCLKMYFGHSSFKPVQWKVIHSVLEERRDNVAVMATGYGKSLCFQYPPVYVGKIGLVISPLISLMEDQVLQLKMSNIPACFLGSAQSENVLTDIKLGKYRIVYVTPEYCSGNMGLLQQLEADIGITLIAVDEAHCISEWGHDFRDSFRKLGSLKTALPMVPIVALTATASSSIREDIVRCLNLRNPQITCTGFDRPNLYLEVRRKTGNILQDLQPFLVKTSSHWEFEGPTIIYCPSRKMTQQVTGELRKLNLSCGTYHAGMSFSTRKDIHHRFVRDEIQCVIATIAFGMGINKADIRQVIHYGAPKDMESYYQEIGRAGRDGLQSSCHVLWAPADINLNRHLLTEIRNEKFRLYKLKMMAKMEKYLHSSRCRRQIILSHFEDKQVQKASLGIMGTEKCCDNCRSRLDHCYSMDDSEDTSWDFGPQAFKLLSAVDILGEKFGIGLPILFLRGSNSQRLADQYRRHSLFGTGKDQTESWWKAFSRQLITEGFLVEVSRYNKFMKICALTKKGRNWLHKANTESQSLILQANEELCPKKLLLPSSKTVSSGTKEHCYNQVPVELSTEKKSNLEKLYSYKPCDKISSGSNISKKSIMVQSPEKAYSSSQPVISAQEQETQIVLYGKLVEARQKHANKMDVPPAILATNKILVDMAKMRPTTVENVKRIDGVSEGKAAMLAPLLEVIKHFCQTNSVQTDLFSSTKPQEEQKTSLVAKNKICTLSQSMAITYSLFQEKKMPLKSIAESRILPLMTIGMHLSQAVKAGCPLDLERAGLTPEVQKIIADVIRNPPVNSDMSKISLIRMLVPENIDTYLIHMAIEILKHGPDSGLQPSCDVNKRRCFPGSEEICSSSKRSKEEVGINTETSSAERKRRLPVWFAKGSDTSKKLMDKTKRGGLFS
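Kinetic red-fluorescence monitoring (525/598 nm) tracks WRN helicase activity after 100 nM fluorophore-quencher forked duplex and 2 mM ATP are added to 20 nM enzyme pretreated 15 min at room temperature with compound.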
EPAC2 antag = qHTS for Antagonist of cAMP-regulated guanine nucleotide exchange factor 2 (EPAC2): primary screen; Rap guanine nucleotide exchange factor 4 (Homo sapiens), Q8WZA2; EPAC2 GEF exchange of Rap1B-BODIPY-GDP, fluorescence; Potency, µM (doses to about 114 µM), without a hit: at the highest dose activity, negative = inhibition, actives largely listed as inhibitors; actives 0.18% (n = 360,000); note: potency is the fitted concentration of half-maximal effect; % is set by controls: 0 for no effect and ±100 for the full control effect; nearly all actives have a fitted effect of over 45% in size; many of its hits are not listed in these tables
Mm-Cpn inhibitor = Inhibitors of TCP-1 ring complex (TRiC) of Methanococcus maripaludis (MmCpn): qHTS; Chaperonin Mm-Cpn (Methanococcus maripaludis); actives 0.031% (n = 330,000); AID 504842, 2011; purified Mm-Cpn ATPase, ADP Transcreener TR-FRET; Potency, µM (top dose mostly 76.9 µM), inactives show at the highest dose activity, negative = inhibition, actives largely listed as inhibitors; note: potency is the fitted concentration of half-maximal effect; % is set by controls: 0 for no effect and ±100 for the full control effect; nearly all actives have a fitted effect of over 80% in size
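Quantitative HTS used 25 nM Mm-CPN and 10 uM ATP in magnesium/KCl Tris buffer, pH 7.4, with 1 mM DTT. Hydrolysis ran 30 min at 37°C; ADP was read by HTRF.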
EPAC1 ag = qHTS for Agonist of cAMP-regulated guanine nucleotide exchange factor 3 (EPAC1): primary screen | Rap guanine nucleotide exchange factor 3 (Homo sapiens), O95398 | EPAC1 agonist qHTS, biochemical assay; response scale: 100% = response to 6.5 mM cAMP | Potency, µM (doses to about 154 µM), inactives show at the top dose activation, hits mostly activators | actives 0.073% (n = 360,000); note: potency is the fitted concentration of half-maximal effect; nearly all actives have a fitted effect of over 60% in size
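Normalized to 6.5 mM cAMP, activity reflects EPAC1-catalysed release of BODIPY-GDP from Rap1B, followed kinetically over 30 min at 480 nm excitation, 540 nm emission. Reaction contained 100 nM EPAC1, 250 nM Rap1B-BODIPY-GDP, 50 uM GDP.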
EPAC1 antag = qHTS for Antagonist of cAMP-regulated guanine nucleotide exchange factor 3 (EPAC1): primary screen | Rap guanine nucleotide exchange factor 3 (Homo sapiens), O95398 | EPAC1 GEF assay, Rap1b-BODIPY-GDP exchange fluorescence | Potency, µM (highest dose often 115 µM), without a hit: at the highest dose activity change, negative = inhibition, hits mostly inhibitors | actives 0.14% (n = 360,000) | AID 720709, 2013;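 note: potency is the fitted concentration of half-maximal effect; plate controls were vehicle for no effect and positive control for full effect; nearly all actives have a fitted effect of over 50% in size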
PLK1 PBD inh = qHTS for Inhibitors of PLK1-PDB (polo-like kinase 1 - polo-box domain): Primary Screen; Serine/threonine-protein kinase PLK1 (Homo sapiens), P53350; Potency, µM, inactives show max response, negative = inhibition, hits mostly inhibitors; actives 2.8% (n = 360,000); Plk1 PBD binding of FITC phosphopeptide, fluorescence polarization; note: potency is the fitted concentration of half-maximal effect; series mostly up to about 57 µM; % is set by controls: 0 for no effect and ±100 for the full control effect; nearly all actives have a fitted effect of over 65% in size
PI5P4Ka inh = qHTS for Inhibitors of phosphatidylinositol 5-phosphate 4-kinase (PI5P4K); actives 1.2% (n = 330,000); PI5P4Kalpha enzyme, ADP-Glo luminescence, 60 min; stronger effect = lower value; max response, %; active = max response of -50% or lower; inconclusive = between -30% and -50%; inactive = -30% or higher; note: value at the top dose of about 77 µM; % is set by controls: 0 for no effect and ±100 for the full control effect
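Single end-point luminescence (ADP-Glo) quantified ADP from PI5P4Kalpha turnover; ATP 5 microM final, 1 h at RT, 0.1% CHAPS and 0.28 mM EGTA in HEPES pH 7.4.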
* hit, by the source's call; ? = inconclusive; . = not tested or not shown; [ ] = dose if it differs, or a comment. Unless noted, calls come from the whole dose curve; as a rule, active = well fitted curve in the direction sought with a large enough effect; inconclusive = small, poorly fitted or top-dose-only effect, or another doubt; inactive = no such curve, though single readings can be large; an effect the other way counts as inactive or inconclusive.

SMILES	CCT modulator	WRN inhibitor	EPAC2 antag	Mm-Cpn inhibitor	EPAC1 ag	EPAC1 antag	PLK1 PBD inh	PI5P4Ka inh
CCCCn1c(SCC(=O)Nc2cc(C)on2)nc2cc(S(N)(=O)=O)ccc21	-3.3	3%	2%	-7%	2%	25%	-13%	-19
COc1ccccc1CNC(=O)CSc1nnc2c(Cl)cc(C(F)(F)F)cn12	-1.9	5%	-2%	0%	-7%	-24%	0%	-1
COC(=O)C1=C(C)Nc2ncnn2C1c1ccccn1 (configuration not stated)	-0.9	10%	2%	3%	-6%	5%	3%	.
COc1ccc(Cl)cc1NC(=O)NC1CCCCC1	-3.2	-7%	-3%	1%	-2%	-10%	0%	1
COc1ccc(N2CCN(Cc3nnc(-c4ccccc4)o3)CC2)cc1	-0.4	6%	12%	3%	3%	6%	0%	1
Cn1c(=O)c(=O)n(C)c2cc(S(=O)(=O)CCC(=O)Nc3ccccc3C(F)(F)F)ccc21	1.8	19%	10%	.	-5%	1%	-2%	3
COc1c(C)cc(C(=O)C2CCCN(C(=O)c3cc(C)n(C)n3)C2)cc1C (configuration not stated)	-2.2	0%	-4%	0%	8%	-24%	-21%	-1
Cc1ccc(/C=N/Nc2nncc(-c3ccccc3)n2)o1	0.3	-1%	3%	-3%	-4%	5%	5%	-1
O=C(Nc1nnc(C23CC4CC(CC(C4)C2)C3)s1)c1ccc(N2C(=O)CCC2=O)cc1	-3.2	-15%[57.1 µM]	-11%	0%	7%	8%	-12%	-19
COc1ccc(CCNc2ccc(C(CC(N)=O)NC(=O)Cc3ccc(Br)cc3)cc2[N+](=O)[O-])cc1 (configuration not stated)	-6.1	-9%	36%[activator]	-5%	-9%	0%	1%	1
Cc1ccc(OCc2nc(C#N)c(N3CCCC3)o2)cc1	0.7	6%	-12%	3%	10%	-13%	5.3µM*	-25
COC(=O)C1(Cc2cc(-c3cccnc3)no2)CCN(C(=O)OC(C)(C)C)CC1	-1.3	10%	-14%	2%	2%	10%	1%	-3
CC(=O)/C(N=Nc1cc2c(cc1[N+](=O)[O-])OCCO2)=C(\C)O	1.5	?	-6%	-1%	-3%	-3%	?	-24
Cc1nc2nc3c(c(=O)n2[nH]1)CCCC3	-4.4	-3%	2%	1%	0%	-14%	-7%	17
c1cncc(-c2nc3ccccc3s2)c1	-3.2	3%	-2%	2%	3%	13%	-16%	1
CCCCNCc1cc(OC)c(OCC(N)=O)cc1Br	-0.3	0%	14%	2%	-2%	13%	-1%	.
CCN(CC(=O)NCc1ccc(Cl)cc1)C(=O)c1cc2ccccc2o1	0.6	-1%	2%	1%	-2%	1%	-9%	1
O=C(NCCCNC(=O)c1ccccc1Br)c1ccccc1Br	-1.3	6%	1%	-2%	-4%	1%	4%	-1
COc1ccccc1C(C)NC(=O)c1ccc(C)o1 (configuration not stated)	-0.5	-12%	-6%	-1%	5%	4%	-2%	-20
O=C(COc1ccc(-c2ccccc2)cc1)N1CCN(C(=O)c2cccnc2)CC1	-1.7	2%	-6%	-1%	0%	-7%	-3%	-8

The last three compounds of the section above open the next one.
SMILES	CCT modulator	WRN inhibitor	EPAC2 antag	Mm-Cpn inhibitor	EPAC1 ag	EPAC1 antag	PLK1 PBD inh	PI5P4Ka inh
O=C(NCCCNC(=O)c1ccccc1Br)c1ccccc1Br	-1.3	6%	1%	-2%	-4%	1%	4%	-1
COc1ccccc1C(C)NC(=O)c1ccc(C)o1 (configuration not stated)	-0.5	-12%	-6%	-1%	5%	4%	-2%	-20
O=C(COc1ccc(-c2ccccc2)cc1)N1CCN(C(=O)c2cccnc2)CC1	-1.7	2%	-6%	-1%	0%	-7%	-3%	-8
Cc1ccc(CC(=O)N/N=C/c2ccc3c(c2)OCO3)cc1	-1.4	0%	-4%	-1%	-3%	-14%	-14%	0
Cc1cccc(NC(=O)c2nnn(-c3cccc(C(F)(F)F)c3)c2N)c1	-0.6	4%	-1%	1%	-5%	-14%	3%	2
CCOC(=O)C1=C2c3cc(OC)c(OC)cc3CC(C)(C)N2C(=O)C1=O	-4.4	-2%	21%	-1%	-8%	0%	5%	0
CN(C(=O)COC(=O)c1cc[n+]([O-])cc1)c1ccccc1	-0.2	1%	1%	1%	-18%	5%	6%	6
Cc1cc(=O)n2nc(N3CCCC3C(=O)NCCCN3CCCCC3)sc2n1 (configuration not stated)	-1.8	-3%	-2%	2%	-11%	-3%	-2%	0
COc1ccc(OCC(=O)NNc2c3ccccc3nc3ccccc23)cc1	0.9	-28%	5%	-5%	9%	-12%	-2%	-4
CCOC(=O)Cc1ncccc1C(=O)Nc1ccc(OC(F)(F)F)cc1	-3.2	-1%	5%	1%	-18%	-8%	-12%	10
C[C@H]1O[C@@H](O[C@H]2CC[C@@]3(C)C(CC[C@]4(C)C3C=C[C@]35OC[C@@]6(CCC(C)(C)C[C@H]63)[C@@H](O)C[C@]54C)[C@]2(C)CO)[C@H](O)[C@@H](O[C@@H]2O[C@H](CO)[C@@H](O)[C@H](O)[C@H]2O)[C@H]1O (some centres not stated)	-4.9	-7%	-24%	-1%	-14%	-16%	-13%	3
Cc1c(Cl)cccc1NC(=S)NCC(C)C	2.1	-9%	?	1%	1%	6%	-10%	-2
N/C(=N\c1nc2c(c(=O)[nH]1)CCC2)Nc1ccccc1C(F)(F)F	-1.2	-6%	-5%	1%	9%	-5%	-3%	.
Cc1nn(-c2ccccc2)c(C)c1-c1nnc(-c2c(C)nn(-c3ccccc3)c2C)o1	0.8	-8%	-1%	-2%	-1%	-1%	3%	31
CC(C)(CO)CNC(=O)CC1C(=O)NCCN1CC(c1ccccc1)c1ccccc1 (configuration not stated)	1.3	2%	-1%	1%[15.4 µM]	-8%	2%	-11%	1
CC(=O)c1cccc(NC(=O)c2cc(C)nn2-c2ccccc2)c1	-1.3	6%	8%	-1%	-7%	0%	5%	-6
CCOc1ccc(S(=O)(=O)N(CC)CC(=O)N2CCCC2)cc1C	2.7	6%	8%	1%	0%	-5%	6%	5
CC(=O)N1c2ccccc2C(=O)C1N1CCCCC1 (configuration not stated)	-0.1	2%	-23%	0%	4%	-7%	-10%	7
CCOC(=O)n1c(=O)n(Cc2c(Cl)cccc2Cl)c2ccccc21	-0.2	-26%	4%	-1%	16%	-25%	-7%	9
Cc1csc(NC(=O)C(C)Oc2ccc(Cl)cc2C)n1 (configuration not stated)	-1.2	-5%	-25%	-3%	2%	-10%	-4%	0
CC/C(=N\NC(=S)NC(C)C)c1ccc(OC)c(OC)c1	-3.3	0%	-5%	1%	3%	10%	?	0
O=C(NC1CCCCC1)C1CCN(C(=O)NCc2ccccc2)CC1	1.1	-7%	0%	0%	5%	-2%	-7%	-3
CN(Cc1nc2ccc(F)cc2[nH]1)C(=O)C1CCC(=O)N(C2CC2)C1 (configuration not stated)	1.1	-22%	15%	0%	2%	8%	5%	5
COc1cc(NC(=O)C/C(C)=N/NC(=O)c2ccccn2)c(OC)cc1Cl	-2.8	?	-5%	-1%	3%	13%	-17%	5
CC(=O)Nc1ccc(NC(=O)c2c([N+](=O)[O-])cnn2C)cc1	2.8	-8%	11%	1%	-5%	-2%	0%	4
COc1ccc(N2C[C@H](C)[C@@H](CC(=O)Nc3ccccc3)C2=O)cc1	0.2	-2%	-5%	.	-3%	8%	-2%	7
O=C(Nc1ccc2c(c1)OCCO2)C1c2ccccc2OCC(=O)N1CC(F)(F)F (configuration not stated)	-0.2	-4%	6%	.	-1%	-9%	-13%	9
Cc1cccc(CN2CCN(CC(=O)O)C2=O)c1	0.1	8%	2%	-1%	10%	6%	-4%	.
Cc1ccsc1C(=O)NC(C)c1ccccc1 (configuration not stated)	0.0	0%	-5%	-3%	14%	15%	-13%	-5
CC(C)c1nnc(NC(=O)CCC(=O)NC2CCCCCCC2)s1	1.7	-2%	-5%	-7%	8%	-8%	1%	.
COc1cccc(NC(=O)CCc2c(C)nn(-c3ccc(N4CCOCC4)nn3)c2C)c1	-0.3	6%	-2%	0%	-14%	-3%	-19%	2
COc1cc(S(=O)(=O)Nc2ccc(C(=O)NCC(=O)O)cc2)ccc1NC(C)=O	1.4	-5%	11%	0%	10%	5%	-1%	3
Cc1nn(CCc2nc(-c3ccco3)cs2)c2[nH]c(=O)cc(C(F)(F)F)c12	1.6	35µM*	-10%	-15%	-17%	?	11µM*	.
Oc1c(C(c2ccco2)N2CCC3(CC2)OCCO3)sc2ncnn12 (configuration not stated)	-1.7	-8%	1%	0%	1%	5%	-13%	2
COCCNC(=O)c1cn(C)c(=O)c2cc(OC)c(OC)cc12	-0.5	2%	-2%	-5%	-3%	-5%	1%	0
S=C(c1ccc(-c2cccc(Cl)c2)o1)N1CCOCC1	-1.6	-3%	-1%	-1%	13%	-2%	19µM*	.
CC(=O)c1sc(-c2ccc(Cl)cc2)nc1C	1.2	1%	4%	-2%	5%	3%	7%	1
O=C(COC(=O)c1ccc(Br)o1)NC1CCCCC1	3.0	-7%	-10%	1%	-3%	2%	-3%	-1
NNC(=O)c1ccc(Cl)cc1Cl	-2.6	2%	4%	0%	9%	-6%	-12%	-7
O=C(NCc1ccccc1)C(c1ccccc1F)n1c(=O)c(-c2ccco2)nc2ccccc21 (configuration not stated)	.	-6%	1%	.	-18%	?	?	-64*
OCCCCNCc1ccc(OCc2ccccc2)cc1	-0.9	3%	7%	0%	-1%	8%	-1%	4

Compound activity: PubChem, National Center for Advancing Translational Sciences (NCATS)

These rows are one share of the data; count on the stated rates, not on these rows.
